Screening results: PubChem BioAssay, National Center for Advancing Translational Sciences (NCATS)
GCN5L2 inh: qHTS Assay for Inhibitors of GCN5L2 | 0.21% of 390,000 active | Potency, µM (highest dose often 58.9 µM), without a hit: at the highest dose activity change, negative = inhibition, hits mostly inhibitors | GCN5L2 HAT assay, ThioGlo1 CoA-SH fluorescence
Target sequence (Q92830 whole entry, looked up): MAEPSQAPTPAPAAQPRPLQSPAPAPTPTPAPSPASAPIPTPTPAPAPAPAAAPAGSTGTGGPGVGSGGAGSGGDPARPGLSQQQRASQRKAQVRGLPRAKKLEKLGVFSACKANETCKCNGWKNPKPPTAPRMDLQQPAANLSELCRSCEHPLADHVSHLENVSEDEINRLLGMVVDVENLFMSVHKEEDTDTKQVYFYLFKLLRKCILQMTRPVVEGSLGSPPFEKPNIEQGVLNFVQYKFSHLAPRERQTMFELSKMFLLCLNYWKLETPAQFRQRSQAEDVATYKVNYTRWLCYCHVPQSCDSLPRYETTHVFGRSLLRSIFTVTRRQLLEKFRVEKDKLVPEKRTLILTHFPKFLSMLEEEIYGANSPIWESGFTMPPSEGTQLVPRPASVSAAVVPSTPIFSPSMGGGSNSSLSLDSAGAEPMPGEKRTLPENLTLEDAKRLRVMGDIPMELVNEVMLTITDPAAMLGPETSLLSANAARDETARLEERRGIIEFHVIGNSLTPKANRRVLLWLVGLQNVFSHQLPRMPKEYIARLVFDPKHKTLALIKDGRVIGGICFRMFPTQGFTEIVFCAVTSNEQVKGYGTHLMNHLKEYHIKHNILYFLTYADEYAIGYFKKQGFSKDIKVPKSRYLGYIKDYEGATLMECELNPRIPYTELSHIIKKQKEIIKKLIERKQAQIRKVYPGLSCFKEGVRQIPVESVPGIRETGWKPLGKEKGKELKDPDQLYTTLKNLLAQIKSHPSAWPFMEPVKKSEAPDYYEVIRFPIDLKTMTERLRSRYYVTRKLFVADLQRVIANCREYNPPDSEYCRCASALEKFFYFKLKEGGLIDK
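ThioGlo1-coupled HAT assay: 20nM GCN5L2, 70uM acetyl-CoA, 75uM H3(1-25) peptide, pH 7.5. Fluorescence read at 340/540nm at start and after 20 min at room temperature.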
DT40 TDP1 no CPT: qHTS for Inhibitors of human tyrosyl-DNA phosphodiesterase 1 (TDP1): qHTS in cells in absence of CPT; DT40 Tdp1-/- hTDP1 cells, no CPT, ATP luminescence, 48 h; Potency, µM (highest dose often 46.2 µM), inactives show top-dose activity change, negative = growth inhibition, usual class: inhibitors; 15% of 420,000 active; AID 686978, 2013; further: nearly all actives have a fitted effect of over 55% in size
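Growth kinetics read by CellTiter-Glo luminescence after ≥48 hr at 37 °C. Cells: DT40 Tdp1-/- stably carrying human TDP1, 400 per well, compound exposure in the absence of CPT (DMSO vehicle).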
TDP1 inh: qHTS Assay for Inhibitors of Tyrosyl-DNA Phosphodiesterase (TDP1); AID 485290, 2010; recombinant TDP1, AlphaScreen DNA substrate cleavage; 0.28% of 350,000 active; Potency, µM (top dose mostly 130 µM), for inactives: at the top dose activity change, negative = inhibition, hits mostly inhibitors; further: nearly all actives have a fitted effect of over 40% in size
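AlphaScreen read-out: signal falls as enzyme removes the 3' tyrosine-FITC from a 5'-biotinylated DNA oligo (15 nM, 5 min, RT). Enzyme was E. coli-made recombinant Tdp1 at 1 nM, exposed to compound for 15 min beforehand; beads 10 ug/ml, 10 min.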
An asterisk follows results filed as active; [ ] = another dose, or the depositor's remark. The call rests on the fitted dose curve; in most records, active means well fitted curve in the direction sought with a large enough effect; inconclusive means small, poorly fitted or top-dose-only effect, or another doubt; inactive means no such curve, though single readings can be large; an effect the other way counts as inactive or inconclusive. On the % scale 0 is the no-effect control and ±100 the full control effect; potency means the concentration at half of the fitted maximal effect. The list is partial. The share of hits here may be higher or lower than overall.

How did CCOC(=O)C1CCCN(C(=O)c2cccc([N+](=O)[O-])c2C)C1 (stereo unspecified) do in these assays?
GCN5L2 inh: 22%; DT40 TDP1 no CPT: -10%; TDP1 inh: 6%

How did CCn1c(CSc2nnc(-c3cccnc3)n2-c2ccccc2C)nc2cc(C(=O)O)ccc21 do in these assays?
GCN5L2 inh: 0%; TDP1 inh: -3%

What do the screens show for `O=C(NCc1ccccc1Cl)c1csc2c1CCCCC2`?
GCN5L2 inh: -2%; DT40 TDP1 no CPT: -22%; TDP1 inh: -5%

How did CCOC(=O)c1c(C)oc2nc(C)nc(N(C)Cc3ccccc3)c12 do in these assays?
GCN5L2 inh: 15%; DT40 TDP1 no CPT: 23µM*; TDP1 inh: -2%

What do the screens show for `COc1cccc(C2CC(=O)Nc3cc4c(cc32)OCCO4)c1OC` (stereo unspecified)?
GCN5L2 inh: -7%; DT40 TDP1 no CPT: 18µM*; TDP1 inh: 5%

Results for COC(=O)N1CCC[C@@]2(CCN(c3ccccn3)C2)C1 ?
GCN5L2 inh: -3%; DT40 TDP1 no CPT: -16%

How did CN(CC(=O)N1CCCCCC1)S(=O)(=O)c1ccccc1 do in these assays?
GCN5L2 inh: -3%; DT40 TDP1 no CPT: 2%; TDP1 inh: 4%

How did CCOc1cc(CNC(=O)c2ccc3nc(CCc4ccccc4)oc3c2)ccc1OC do in these assays?
GCN5L2 inh: 0%; DT40 TDP1 no CPT: inconclusive; TDP1 inh: 2%

What do the screens show for `Cc1ccccc1Cn1ccc(NC(=O)c2cnn3c(C(F)(F)F)cc(-c4ccco4)nc23)n1`?
GCN5L2 inh: -4%; DT40 TDP1 no CPT: 15µM*; TDP1 inh: 11%

Results for Cc1ccc(NC(=O)CCn2c(=O)[nH]c3ccsc3c2=O)cc1F ?
GCN5L2 inh: -19%; DT40 TDP1 no CPT: -9%; TDP1 inh: 8%

How did CC[C@@]1(C(=O)OC)N[C@H](CN(C)S(=O)(=O)c2ccccc2)[C@@H]2C(=O)N(Cc3ccccc3)C(=O)[C@@H]21 do in these assays?
GCN5L2 inh: -1%; DT40 TDP1 no CPT: -19%; TDP1 inh: 0%

Results for Cn1nc(C(=O)NCc2ccccc2)c2c1-c1ccccc1SC2 ?
GCN5L2 inh: -9%; DT40 TDP1 no CPT: inconclusive; TDP1 inh: 11%

Brought forward from above: 3 compounds; new compounds follow.
Results for Cc1ccc(NC(=O)CCn2c(=O)[nH]c3ccsc3c2=O)cc1F ?
GCN5L2 inh: -19%; DT40 TDP1 no CPT: -9%; TDP1 inh: 8%

How did CC[C@@]1(C(=O)OC)N[C@H](CN(C)S(=O)(=O)c2ccccc2)[C@@H]2C(=O)N(Cc3ccccc3)C(=O)[C@@H]21 do in these assays?
GCN5L2 inh: -1%; DT40 TDP1 no CPT: -19%; TDP1 inh: 0%

Results for Cn1nc(C(=O)NCc2ccccc2)c2c1-c1ccccc1SC2 ?
GCN5L2 inh: -9%; DT40 TDP1 no CPT: inconclusive; TDP1 inh: 11%

What do the screens show for `Cc1ccc(NC(=O)CCS(=O)(=O)c2cccc3nonc23)c(Cl)c1`?
GCN5L2 inh: -2%; DT40 TDP1 no CPT: -19%; TDP1 inh: 9%

What do the screens show for `CC(C)(C)n1nnnc1C(c1ccccn1)N(Cc1ccccc1)Cc1ccc(Cl)cc1` (stereo unspecified)?
DT40 TDP1 no CPT: inconclusive; TDP1 inh: 1%

Results for O=C(NCCc1c[nH]c2ccccc12)C(=O)NCC1CCCO1 (stereo unspecified) ?
GCN5L2 inh: -1%; DT40 TDP1 no CPT: -20%; TDP1 inh: 0%

Results for CCc1ccc(N=C2NC(=O)/C(=C/c3ccc(OCC(=O)O)c(OC)c3)S2)cc1 ?
GCN5L2 inh: -18%; DT40 TDP1 no CPT: -8%

How did CC(=O)Nc1ccc(C)cc1-c1nc2ccccc2n(CC(=O)c2ccc(C)c(C)c2)c1=O do in these assays?
GCN5L2 inh: 0%; DT40 TDP1 no CPT: inconclusive; TDP1 inh: 0%

Results for CS(=O)(=O)N(Cc1ccccc1)c1ccccc1C(=O)Nc1ccccc1C(=O)NCc1ccco1 ?
GCN5L2 inh: -4%; DT40 TDP1 no CPT: -28%; TDP1 inh: 8%

How did CCOc1ccc(-c2c(C(=O)N/N=C/c3ccc(C)s3)nnn2-c2nonc2N)cc1 do in these assays?
GCN5L2 inh: -11%; DT40 TDP1 no CPT: inconclusive; TDP1 inh: 3%

Results for O=C1CSC(c2ccccn2)N1c1ccccc1 (stereo unspecified) ?
GCN5L2 inh: 49%[activator]; DT40 TDP1 no CPT: -7%; TDP1 inh: 1%

What do the screens show for `COc1ccc(Cl)cc1NC(=O)CN(C)C(=O)c1n[nH]c2ccccc12`?
GCN5L2 inh: -7%; DT40 TDP1 no CPT: inconclusive

What do the screens show for `O=C(CCCOc1ccccc1)Nc1ccc(S(=O)(=O)N2CCOCC2)cc1`?
GCN5L2 inh: -5%; DT40 TDP1 no CPT: 9%; TDP1 inh: 4%

Results for Cc1cc(C(=O)NC2CCCc3c2cnn3-c2ccc(C(C)(C)C)cc2)n[nH]1 (stereo unspecified) ?
GCN5L2 inh: -1%; DT40 TDP1 no CPT: 12µM*; TDP1 inh: 2%

Results for CCOc1ccccc1NC(=O)Cn1c(=O)n(-c2ccc(C)c(C)c2)c(=O)c2oc3ccccc3c21 ?
GCN5L2 inh: 1%; DT40 TDP1 no CPT: inconclusive; TDP1 inh: 0%

What do the screens show for `CC(C)(C)NC(=O)NC(=O)CSc1nnc(-c2ccccc2F)n1N`?
GCN5L2 inh: -1%; DT40 TDP1 no CPT: 6%; TDP1 inh: 2%

Results for CCOc1ccc(CNC(=O)Cn2nc(C)c3sc4ccccc4c3c2=O)cc1 ?
GCN5L2 inh: -6%; DT40 TDP1 no CPT: 0%; TDP1 inh: 6%

What do the screens show for `O=C1NC(=Nc2ccccc2)S/C1=C\C=C\c1ccco1`?
GCN5L2 inh: inconclusive; DT40 TDP1 no CPT: 9.2µM*; TDP1 inh: 3%

How did N#Cc1ccc(CN2CC3(CCN(C(=O)c4ccncc4)CC3)C2)cc1 do in these assays?
GCN5L2 inh: 2%; DT40 TDP1 no CPT: -14%

Results for CC(OC(=O)Cc1c[nH]c2ccccc12)C(=O)Nc1ccccc1[N+](=O)[O-] (stereo unspecified) ?
GCN5L2 inh: -10%; DT40 TDP1 no CPT: -15%; TDP1 inh: 0%

How did COc1ccc(C(=O)C2CCCN(Cc3cc(Cl)ccc3O)C2)c(OC)c1 (stereo unspecified) do in these assays?
GCN5L2 inh: -7%; DT40 TDP1 no CPT: inconclusive

What do the screens show for `Cc1ccc(C)c(OCC(=O)NNC(=O)C2CC2)c1`?
GCN5L2 inh: -6%; DT40 TDP1 no CPT: 22%; TDP1 inh: 2%

Results for Nc1nonc1-n1nnc(C(=O)N/N=C/c2ccccc2Br)c1CN1CCCC1 ?
GCN5L2 inh: -1%; DT40 TDP1 no CPT: -23%; TDP1 inh: 2%[0.0935 µM]

What do the screens show for `CCc1nnc(NC(=O)CCC(=O)N2CCCC2)s1`?
GCN5L2 inh: 1%; DT40 TDP1 no CPT: 5%; TDP1 inh: 1%

Results for CCOC(=O)C1(Cc2cccc(OC)c2)CCCN(C(=O)c2ccc(OC)o2)C1 (stereo unspecified) ?
GCN5L2 inh: 0%; DT40 TDP1 no CPT: inconclusive; TDP1 inh: 7%

Results for O=C(Nc1nc2ccc(F)cc2s1)C1=NN(c2ccccc2)C(=O)CC1 ?
GCN5L2 inh: -8%; DT40 TDP1 no CPT: 2%; TDP1 inh: 0%

How did CCC(C)n1c(SCc2ccc(C(C)(C)C)cc2)nc2ccsc2c1=O (stereo unspecified) do in these assays?
GCN5L2 inh: -11%; DT40 TDP1 no CPT: 13µM*; TDP1 inh: 0%

Among those listed so far, 3 contain an aryl thioether with sulfur outside any ring.
How did CCn1c(CSc2nnc(-c3cccnc3)n2-c2ccccc2C)nc2cc(C(=O)O)ccc21 do in these assays?
GCN5L2 inh: 0%; TDP1 inh: -3%

What do the screens show for `CC(C)(C)NC(=O)NC(=O)CSc1nnc(-c2ccccc2F)n1N`?
GCN5L2 inh: -1%; DT40 TDP1 no CPT: 6%; TDP1 inh: 2%

How did CCC(C)n1c(SCc2ccc(C(C)(C)C)cc2)nc2ccsc2c1=O (stereo unspecified) do in these assays?
GCN5L2 inh: -11%; DT40 TDP1 no CPT: 13µM*; TDP1 inh: 0%

Other records
What do the screens show for `CCc1ccc(NC(=O)CN2C(=O)CSC2=O)cc1`?
GCN5L2 inh: -2%; DT40 TDP1 no CPT: -14%; TDP1 inh: 3%

What do the screens show for `Cc1ccc2onc(CNC(=O)N3CCN(c4cccc(C(F)(F)F)c4)CC3)c2c1`?
GCN5L2 inh: -13%; DT40 TDP1 no CPT: inconclusive; TDP1 inh: 0%

What do the screens show for `CN1/C(=C\C=C2/SC(=S)NC2=O)C(C)(C)c2ccccc21`?
GCN5L2 inh: 16%; DT40 TDP1 no CPT: 5.8µM*; TDP1 inh: 6%

How did CCc1ccc(NC(=O)Cn2c(=O)n(CCCC(=O)NCc3ccccc3Cl)c(=O)c3ccccc32)cc1 do in these assays?
GCN5L2 inh: -2%; DT40 TDP1 no CPT: -26%; TDP1 inh: 4%

Results for COc1ccccc1C(=O)N/N=C(\C)c1ccc(NC(=O)Cc2ccccc2)cc1 ?
GCN5L2 inh: -1%; DT40 TDP1 no CPT: -22%; TDP1 inh: -4%

How did COCCCN(C(=O)Cc1coc2cc(C)c(C)cc12)c1c(N)n(Cc2ccccc2)c(=O)[nH]c1=O do in these assays?
GCN5L2 inh: -2%; DT40 TDP1 no CPT: -2%; TDP1 inh: -3%[0.505 µM]

What do the screens show for `COc1cccc(NC(=S)NNC(=O)Cn2nc(C(F)(F)F)cc2C)c1`?
GCN5L2 inh: -3%; DT40 TDP1 no CPT: inconclusive; TDP1 inh: 8%

Results for COc1cccc(NC(=O)CN(c2ccc([N+](=O)[O-])cc2)S(=O)(=O)c2ccccc2)c1 ?
GCN5L2 inh: -7%; DT40 TDP1 no CPT: 2%; TDP1 inh: 2%

How did COc1ccc(C(=O)N2CCN(Cc3nc(CC4CC4)no3)CC2)cc1 do in these assays?
GCN5L2 inh: 0%; DT40 TDP1 no CPT: 0%; TDP1 inh: 6%

How did COC(=O)c1scc(-c2ccc(C)cc2)c1S(=O)(=O)N1CCN(c2ccccc2F)CC1 do in these assays?
GCN5L2 inh: -3%; DT40 TDP1 no CPT: 18µM*; TDP1 inh: -2%

Results for C[C@@H]1CC=C[C@H]2[C@H]1C(=O)N(Cc1ccccc1)[C@H]2c1ccc(/C=C/c2ccccc2)cc1F ?
GCN5L2 inh: -3%; DT40 TDP1 no CPT: -55%; TDP1 inh: 2%

Results for CC(C)(C)OC(=O)C[C@@H]1C/C=C\C[C@@H](CC(=O)NCCO)C(=O)N[C@H](Cc2c[nH]c3ccccc23)COC1=O ?
GCN5L2 inh: 0%; DT40 TDP1 no CPT: inconclusive; TDP1 inh: 1%

Results for CN(C(=O)c1ccc(Br)cc1)C1CCS(=O)(=O)C1 (stereo unspecified) ?
GCN5L2 inh: -3%; DT40 TDP1 no CPT: -9%

Results for Cc1ccc(S(=O)(=O)N2CCCc3cc(NS(=O)(=O)c4cc(F)ccc4F)ccc32)cc1 ?
GCN5L2 inh: 0%; DT40 TDP1 no CPT: 18µM*; TDP1 inh: 1%

What do the screens show for `Cc1onc(-c2ccccc2)c1NC(=O)Nc1c(-c2ccccc2)noc1C`?
GCN5L2 inh: 1%; DT40 TDP1 no CPT: -24%; TDP1 inh: 6%

Results for CCCCN1C(=O)C(=O)N(CC(=O)Nc2sc(C)c(C)c2C(=O)OC)C1=O ?
GCN5L2 inh: -4%; DT40 TDP1 no CPT: -2%; TDP1 inh: 2%

Results for O=C(Cn1ncc2c3ccccc3n(Cc3cccc(Cl)c3)c2c1=O)NCCCc1ccccc1 ?
GCN5L2 inh: inconclusive; DT40 TDP1 no CPT: -18%; TDP1 inh: 0%

What do the screens show for `Cc1ccc(OCc2ccc(C(=O)NN)o2)cc1C`?
GCN5L2 inh: -7%; DT40 TDP1 no CPT: -8%; TDP1 inh: 4%

What do the screens show for `O=C(O)C1CSCN1S(=O)(=O)c1cccc2nsnc12` (stereo unspecified)?
GCN5L2 inh: -8%; DT40 TDP1 no CPT: -6%; TDP1 inh: 3%

What do the screens show for `CCC1(c2ccccc2)NC(=O)N(CC(=O)Nc2cccc(S(=O)(=O)N3CCCC3)c2)C1=O` (stereo unspecified)?
GCN5L2 inh: -3%; DT40 TDP1 no CPT: -18%; TDP1 inh: 1%
